From PubChem
PP5 inh – inhibitors of human protein phosphatase 5 (PP5) | inhibition, % at 6.7 µM | purified PP5c, OMFP substrate fluorescence | P53041 | AID 1987 | 0.18% of 320,000 active;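 active means inhibition above the campaign's mean inhibition across all tested compounds plus 3 SD, cut at about 9.5% in these data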;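 further: 0% = DMSO only and 100% = 100 µM cantharidin control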
Target sequence (P53041 whole entry, looked up): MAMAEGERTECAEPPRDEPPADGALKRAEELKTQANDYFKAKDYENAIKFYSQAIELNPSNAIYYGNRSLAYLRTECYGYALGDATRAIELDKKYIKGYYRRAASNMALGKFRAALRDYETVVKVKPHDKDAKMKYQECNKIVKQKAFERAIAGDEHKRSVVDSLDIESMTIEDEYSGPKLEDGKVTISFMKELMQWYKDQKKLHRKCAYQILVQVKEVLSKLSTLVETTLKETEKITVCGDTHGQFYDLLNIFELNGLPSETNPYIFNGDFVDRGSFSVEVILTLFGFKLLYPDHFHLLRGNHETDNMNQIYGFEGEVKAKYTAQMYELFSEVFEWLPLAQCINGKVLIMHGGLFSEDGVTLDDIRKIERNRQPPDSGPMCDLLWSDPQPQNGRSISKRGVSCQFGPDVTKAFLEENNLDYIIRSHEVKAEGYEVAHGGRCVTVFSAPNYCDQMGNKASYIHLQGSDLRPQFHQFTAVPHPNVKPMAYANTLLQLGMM
PAFAH2 inh – inhibitors of human PAFAH2; Q99487; recombinant PAFAH2, FP-rhodamine activity probe, fluorescence polarization; inhibition, % at 3.39 µM; 0.99% of 340,000 active; AID 492956;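 active means inhibition above the mean over all tested compounds plus 3 SD, cut at about 30% in these data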;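 further: inhibitors block probe labeling of enzyme so polarization drops; 0% = enzyme with DMSO and 100% = wells lacking PAFAH2 protein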
Fh CTSL1 inh – counter-screen for PFM18AAP inhibitors: inhibitors of F. hepatica cathepsin L1; recombinant F. hepatica cathepsin L1, Z-Leu-Arg-MCA fluorescence; inhibition, % at 5.96 µM; 0.49% of 300,000 active; AID 1906;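 active means inhibition above the mean of all tested compounds plus 3 SD, set per screening campaign, cut at about 17% in these data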;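 further: 0% = plate median of test compound wells and 100% = 1 µM Z-Phe-Ala-diazomethylketone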
procasp3 activ – activates human procaspase-3; recombinant procaspase-3 D3A, Ac-DEVD-pNA absorbance 405 nm; AID 463141; 0.11% of 330,000 active; P42574; activation, % at 8.5 µM;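 active means activation above the mean of all tested compounds plus 3 SD, cut at about 21% in these data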;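 further: 0% = DMSO alone and 100% = DMSO wells spiked with extra 5 µM PC-3 D3A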
Target sequence (P42574 whole entry D9A/D28A/D175A): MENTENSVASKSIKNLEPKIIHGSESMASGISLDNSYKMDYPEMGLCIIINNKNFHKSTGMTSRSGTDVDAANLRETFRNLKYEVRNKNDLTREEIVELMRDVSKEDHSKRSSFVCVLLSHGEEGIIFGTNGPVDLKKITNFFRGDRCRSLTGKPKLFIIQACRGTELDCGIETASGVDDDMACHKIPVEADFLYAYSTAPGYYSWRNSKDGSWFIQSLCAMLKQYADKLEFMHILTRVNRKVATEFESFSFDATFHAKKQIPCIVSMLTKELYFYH
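Evaluation: percent activation relative to control range; Material: Procaspase-3 D3A mutant, all three cleavage aspartates alanine; Compound: single dose, 8.5 µM nominal compound, 0.8% DMSO; Replication: one well per compound; Signal: absorbance at 405 nm, 0 and 120 min; Schedule: 1 h preincubation plus 2 h reaction at 25 °C.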
core dimer inh – HCV core protein dimerization inhibition | TR-FRET GST/Flag-core106 dimerization, 1536-well | AID 1899 | 0.33% of 300,000 active | inhibition, % at 5 µM;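 active means inhibition above the mean of all tested compounds plus 3 SD, set per screening campaign, cut at about 45% in these data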
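System: GST/Flag-tagged HCV core106 proteins. Incubation: compound-protein-antibody incubation 4 h at 22.5 °C. Technique: HTRF with 340 nm excitation, 617/671 nm emission. Medium: KF-containing HEPES buffer, pH 7.45, DTT, CHAPS, BSA. Read-out: inhibition (%) from 671 over 617 nm ratio. Also added: Eu(K)-anti-GST 90 ng/mL plus XL665-anti-Flag 1 µg/mL.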
AHR act – activators of human aryl hydrocarbon receptor. P35869. AHR-responsive luciferase reporter cells, luminescence. activation, % at 5 µM. 2.5% of 320,000 active; in the data active means activation above about 47%;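 further: 0% = vehicle wells and 100% = reference agonist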
PP1 inh – PP1-alpha (human) inhibition in PP5 counter-screen. purified PP1alpha, OMFP fluorescence. inhibition, % at 6.7 µM. 0.9% of 320,000 active. AID 2235;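 active means inhibition above the mean inhibition of all tested compounds plus 3 SD, computed separately for each screening campaign, cut at about 15% in these data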
TPT1 inh – blocks Candida albicans tRNA 2'-phosphotransferase; recombinant caTPT1, FP RNA substrate dephosphorylation; inhibition, % at 5 µM; 0.81% of 300,000 active; AID 1962;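 active means inhibition above the mean of all tested compounds plus 3 SD, set per screening campaign, cut at about 24% in these data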;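 further: plate controls were DMSO alone for no effect and ferristatin control at 100 nM for full effect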
procasp7 counter – counter-screen: procaspase-7 (human) activation. P55210. activation, % at 8.5 µM. 0.093% of 330,000 active. recombinant procaspase-7, Ac-DEVD-pNA absorbance 405 nm; D23A/D198A/D206A triple mutant, cannot self-cleave; scale: DMSO 0, 5 µM enzyme 100. AID 463210;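 active means percent activation above the screen-wide mean plus 3 SD, cut at about 25% in these data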
Target sequence (P55210 whole entry D23A/D198A/D206A): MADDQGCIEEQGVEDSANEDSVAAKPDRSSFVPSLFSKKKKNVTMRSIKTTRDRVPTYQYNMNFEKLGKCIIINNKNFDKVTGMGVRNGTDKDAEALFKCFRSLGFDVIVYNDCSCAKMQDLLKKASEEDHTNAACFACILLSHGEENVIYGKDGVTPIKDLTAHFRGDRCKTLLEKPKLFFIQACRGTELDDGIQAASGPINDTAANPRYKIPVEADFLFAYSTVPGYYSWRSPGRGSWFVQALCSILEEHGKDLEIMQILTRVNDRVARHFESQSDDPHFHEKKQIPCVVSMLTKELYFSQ
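System: Procaspase-7 triple mutant (PC-7 D3A); measure: % activation from two-timepoint absorbance difference, scaled to controls; times: 1 h compound preincubation, 2 h substrate cleavage, 25 °C; also added: Ac-DEVD-pNA substrate, 400 µM as added; measured by: Epi-absorbance of released pNA at 405 nm, two timepoints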
Numbers without * were called inactive.

`CC(NC(=O)Cc1ccccc1)C(c1ccccc1)N1CCOCC1` (stereo unspecified) gave PP5 inh 1.4, PAFAH2 inh 2.8, Fh CTSL1 inh -0.4, procasp3 activ 7.6, core dimer inh 0.1, AHR act 4.8, PP1 inh -3.0, TPT1 inh 3.0 and procasp7 counter -1.6.
Screening c1ccc(N2CCN(c3ncnc4sc5c(c34)CCC5)CC2)cc1 returned PP5 inh 3.2, PAFAH2 inh 1.7, Fh CTSL1 inh 1.6, procasp3 activ -5.8, core dimer inh 6.7, AHR act -5.3, PP1 inh 13.1, TPT1 inh 0.4 and procasp7 counter 1.1.
Screening COc1cc(CNCc2ccccn2)ccc1OCc1ccccc1Cl returned PP5 inh 1.4, PAFAH2 inh -7.7, Fh CTSL1 inh -0.5, procasp3 activ -8.1, core dimer inh -0.1, AHR act 6.2, PP1 inh -0.3, TPT1 inh 2.4 and procasp7 counter 0.8.
C=CCn1c(O)c(C=Nc2ccc(Cc3ccncc3)cc2)c(=O)[nH]c1=S was read as PP5 inh -2.0, PAFAH2 inh 32.0*, Fh CTSL1 inh 6.8, procasp3 activ -15.2, core dimer inh 3.9, AHR act -0.6, PP1 inh 8.5, TPT1 inh 9.0 and procasp7 counter -13.3.
For COc1ccc(CCNC(=O)Cc2ccc(OC)c(OC)c2)cc1OC the results were PP5 inh 0.4, PAFAH2 inh 6.6, Fh CTSL1 inh 0.5, procasp3 activ 9.9, core dimer inh 0.5, AHR act -0.6, PP1 inh -3.8, TPT1 inh -2.8 and procasp7 counter 2.5.
Cc1ccc(NC(=O)[C@H](Cc2c[nH]c3ccccc23)NC(=O)[C@@H]2Cc3ccccc3CN2)c(C)c1 was read as PP5 inh 5.7, PAFAH2 inh 3.8, Fh CTSL1 inh -2.5, procasp3 activ 1.6, core dimer inh -0.4, AHR act 10.6, PP1 inh 5.4, TPT1 inh 1.6 and procasp7 counter -1.9.
C=CCn1c(CCNC(=O)c2cccs2)n[nH]c1=S was read as PP5 inh -1.2, PAFAH2 inh 8.5, Fh CTSL1 inh -5.5, procasp3 activ 0.5, core dimer inh 4.3, AHR act -2.5, PP1 inh -2.3, TPT1 inh -0.2 and procasp7 counter 0.5.
COc1ccc(-c2cc(C(F)(F)F)nc(NCc3cccs3)n2)cc1 was read as PP5 inh 0.5, PAFAH2 inh -12.0, Fh CTSL1 inh -0.7, procasp3 activ -6.2, core dimer inh 2.7, AHR act 8.1, PP1 inh -1.5, TPT1 inh 0.7 and procasp7 counter -2.6.
CN(C)CCCN(C(=O)c1ccc(C(=O)c2ccccc2)cc1)c1nc2cc3c(cc2s1)OCCO3 was read as PP5 inh 2.4, PAFAH2 inh -6.5, Fh CTSL1 inh -1.3, procasp3 activ 2.1, core dimer inh -3.4, AHR act -8.8, PP1 inh 1.0, TPT1 inh 2.2 and procasp7 counter 9.7.
`CC(=O)Nc1cccc(Oc2cc(C#N)c(C#N)cc2N2CCCCCC2)c1` gave PP5 inh 2.0, PAFAH2 inh -12.9, Fh CTSL1 inh 1.2, procasp3 activ -7.5, core dimer inh 7.8, AHR act -0.1, PP1 inh 1.2, TPT1 inh -0.8 and procasp7 counter 2.6.
Screening CCOC(=O)c1cc(S(=O)(=O)N2CCN(C3CCCCC3)CC2)cn1C returned PP5 inh 2.7, PAFAH2 inh -2.9, Fh CTSL1 inh -0.9, procasp3 activ 7.8, core dimer inh 0.9, AHR act 1.7, PP1 inh 0.0, TPT1 inh 0.9 and procasp7 counter -11.3.
For NC(=S)N/N=C1\CCOc2ccc(F)cc21 the results were PP5 inh 1.6, PAFAH2 inh 6.6, Fh CTSL1 inh 17.8*, procasp3 activ -0.4, core dimer inh 0.2, AHR act -4.9, PP1 inh -6.5, TPT1 inh -0.6 and procasp7 counter -6.0.
Cc1cc(NC(=O)CCCC(=O)OCC(F)(F)C(F)F)cc(C)c1C(=O)O was read as PP5 inh -3.7, PAFAH2 inh 7.6, Fh CTSL1 inh 2.3, procasp3 activ 1.8, core dimer inh 0.8, AHR act 7.1, PP1 inh -1.6, TPT1 inh -4.1 and procasp7 counter -6.0.
For COCc1nnc(NC(=O)CCSc2ccccc2)s1 the results were PP5 inh 3.3, PAFAH2 inh 1.7, Fh CTSL1 inh -3.1, procasp3 activ 1.4, core dimer inh -3.7, AHR act 6.3, PP1 inh -0.9, TPT1 inh -1.6 and procasp7 counter 26.9*.
`CCOc1ccc2nc(N=NC3=C(O)CC(C)(C)CC3=O)sc2c1` gave PP5 inh 0.6, PAFAH2 inh 7.4, Fh CTSL1 inh -1.1, procasp3 activ -13.0, core dimer inh -1.6, AHR act 34.8, PP1 inh -1.7, TPT1 inh 1.1 and procasp7 counter -4.1.
Screening CCC(=NCCc1ccc(OC)c(OC)c1)c1ccccc1O returned PP5 inh 1.9, PAFAH2 inh 3.1, Fh CTSL1 inh 1.1, procasp3 activ 5.4, core dimer inh 7.6, AHR act 2.5, PP1 inh -4.2, TPT1 inh -0.6 and procasp7 counter 9.8.
For Cc1c(NC(=O)c2ccccc2N(C)S(=O)(=O)c2ccccc2)c(=O)n(-c2ccccc2)n1C the results were PP5 inh 2.2, PAFAH2 inh -0.8, Fh CTSL1 inh -0.9, procasp3 activ 1.0, core dimer inh -1.2, AHR act -0.6, PP1 inh -1.5, TPT1 inh 0.8 and procasp7 counter -6.2.
For CCCCC12CN3CCN(CC(C3)/C1=N\NC(=O)Nc1ccccc1)C2 the results were PP5 inh 3.5, PAFAH2 inh -2.0, Fh CTSL1 inh -2.2, procasp3 activ 12.4, core dimer inh -7.0, AHR act 5.0, PP1 inh -0.9, TPT1 inh -0.3 and procasp7 counter 6.2.
`COc1ccc(-c2cnn(-c3ccccc3)c2N)cc1OC` gave PP5 inh -0.3, PAFAH2 inh -4.0, Fh CTSL1 inh 1.8, procasp3 activ -4.5, core dimer inh -6.6, AHR act -7.8, PP1 inh -2.5, TPT1 inh -1.6 and procasp7 counter 3.3.
`Cc1cc(NCCCO)n2c(nc3ccccc32)c1C#N` gave PP5 inh 1.7, PAFAH2 inh 8.2, Fh CTSL1 inh 2.1, procasp3 activ -2.4, core dimer inh -9.1, AHR act 5.1, PP1 inh -0.8, TPT1 inh -3.2 and procasp7 counter 0.3.
`Cc1onc(-c2c(F)cccc2Cl)c1C(=O)NCCc1ccncc1` gave PP5 inh 1.4, PAFAH2 inh -2.6, Fh CTSL1 inh -2.2, procasp3 activ -1.2, core dimer inh -7.5, AHR act 10.3, PP1 inh -0.2, TPT1 inh 2.8 and procasp7 counter 8.3.
N#CC[C@H](c1ccccc1)N1CCN(Cc2ccccc2)CCC1=O was read as PP5 inh 4.0, PAFAH2 inh 0.4, Fh CTSL1 inh -3.9, procasp3 activ -5.9, core dimer inh -6.8, AHR act 2.8, PP1 inh -0.7, TPT1 inh -4.2 and procasp7 counter -3.7.
For O=C(NCC(=O)N(CCN1CCOCC1)C(C(=O)NC1CCCC1)c1cccnc1)c1cccs1 (stereo unspecified) the results were PP5 inh -1.2, PAFAH2 inh -2.9, Fh CTSL1 inh -0.4, procasp3 activ -1.8, core dimer inh -1.9, AHR act -3.2, PP1 inh -1.6, TPT1 inh -1.4 and procasp7 counter 6.0.
CC1CCc2nn(CC(=O)N3CCc4ccccc43)cc2C1 (stereo unspecified) was read as PP5 inh 0.2, PAFAH2 inh 2.4, Fh CTSL1 inh -0.8, procasp3 activ 6.9, core dimer inh -2.6, AHR act 6.8, PP1 inh 1.3, TPT1 inh -3.9 and procasp7 counter -1.5.
`CCN1C(=O)CC(C(=O)Nc2ccc(F)cc2)SC1=Nc1cccc(OC)c1` (stereo unspecified) gave PP5 inh 1.9, PAFAH2 inh -4.0, Fh CTSL1 inh 4.2, procasp3 activ -3.8, core dimer inh 2.6, AHR act -3.5, PP1 inh 0.7, TPT1 inh 0.2 and procasp7 counter 4.3.
For O=C(NC1CCCCC1)c1noc2c1CCCCC2 the results were PP5 inh 0.2, PAFAH2 inh -0.3, Fh CTSL1 inh 3.4, procasp3 activ 2.0, core dimer inh -1.9, AHR act -5.2, PP1 inh -6.1, TPT1 inh -0.6 and procasp7 counter 4.5.
For COc1ccc(/C=C(\NC(=O)c2ccccc2)C(=O)OCC2CCCN3CCCCC23)cc1OC (stereo unspecified) the results were PP5 inh 0.0, PAFAH2 inh 0.3, Fh CTSL1 inh -1.6, procasp3 activ 9.9, core dimer inh 1.9, AHR act -1.7, PP1 inh -3.5, TPT1 inh -2.1 and procasp7 counter 15.9.
For O=C(CN1C(=O)c2ccccc2S1(=O)=O)N1CCN(c2ccccc2)CC1 the results were PP5 inh 0.6, PAFAH2 inh 2.5, Fh CTSL1 inh -0.4, procasp3 activ 6.9, core dimer inh -1.6, AHR act -0.5, PP1 inh -2.3, TPT1 inh -3.0 and procasp7 counter 1.9.
Cn1c(SCC(=O)NCCc2ccccc2)nnc1-c1ccco1 was read as PP5 inh 3.0, PAFAH2 inh -13.4, Fh CTSL1 inh -4.8, procasp3 activ -2.5, core dimer inh -3.4, AHR act 3.4, PP1 inh 0.1, TPT1 inh -0.9 and procasp7 counter 15.8.
Screening CCN1C(c2ccccc2)C(C)C(=O)C(C)C1c1ccccc1 (stereo unspecified) returned PP5 inh -0.7, PAFAH2 inh 0.7, Fh CTSL1 inh 3.1, procasp3 activ -5.4, core dimer inh 2.3, AHR act 0.1, PP1 inh -1.7, TPT1 inh -3.4 and procasp7 counter 8.9.
Cc1nnc(NC(=O)Cc2ccc(OCc3c(C)noc3C)cc2)s1 was read as PP5 inh 1.5, PAFAH2 inh -5.1, Fh CTSL1 inh -0.9, procasp3 activ 6.9, core dimer inh 2.4, AHR act 0.1, PP1 inh 0.8, TPT1 inh -3.5 and procasp7 counter 5.1.
Cc1cc(OCC(=O)Nc2cc(C(C)(C)C)on2)ccc1[N+](=O)[O-] was read as PP5 inh 4.3, PAFAH2 inh -1.1, Fh CTSL1 inh -2.9, procasp3 activ 5.3, core dimer inh 3.8, AHR act 1.1, PP1 inh 1.2, TPT1 inh -2.3 and procasp7 counter -7.7.
Screening CCOc1ccc(N(CC(=O)NCc2ccccc2Cl)S(=O)(=O)c2c(C)noc2C)cc1 returned PP5 inh -3.5, PAFAH2 inh 3.0, Fh CTSL1 inh 8.6, procasp3 activ -0.8, core dimer inh -6.3, AHR act 5.1, PP1 inh -10.1, TPT1 inh -1.6 and procasp7 counter 4.4.
CC(C)NC(=O)C(=O)Nc1ccc2c(c1)N(S(=O)(=O)c1cccs1)CCC2 was read as PP5 inh 1.7, PAFAH2 inh -0.8, Fh CTSL1 inh -0.8, procasp3 activ -8.1, core dimer inh -7.6, AHR act 5.8, PP1 inh -3.6, TPT1 inh -3.0 and procasp7 counter 4.0.
Cc1[nH]c(C)c(S(=O)(=O)NCc2ccc(F)cc2)c1C(=O)N1CCCCC1 was read as PP5 inh 3.1, PAFAH2 inh 0.3, Fh CTSL1 inh -5.4, procasp3 activ -1.8, core dimer inh 2.2, AHR act 2.0, PP1 inh -2.7, TPT1 inh 0.3 and procasp7 counter 8.5.
